M4 ag – CHRM4 agonism in calcium assay | activation, % at 3 µM | P08173 | AID 624127 | CHO-K1 hM4/Gqi5, Fluo-8 calcium fluorescence; vehicle 0%, full acetylcholine response 100% | 360,000 tested, 0.14% active;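 active = activation above the run mean over all test wells plus 3 SD, cut at about 32% in these data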;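 note: peak over basal fluorescence ratio per well then scaled between controls; 0% = DMSO wells and 100% = acetylcholine at EC100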
Target sequence (P08173 whole entry, looked up): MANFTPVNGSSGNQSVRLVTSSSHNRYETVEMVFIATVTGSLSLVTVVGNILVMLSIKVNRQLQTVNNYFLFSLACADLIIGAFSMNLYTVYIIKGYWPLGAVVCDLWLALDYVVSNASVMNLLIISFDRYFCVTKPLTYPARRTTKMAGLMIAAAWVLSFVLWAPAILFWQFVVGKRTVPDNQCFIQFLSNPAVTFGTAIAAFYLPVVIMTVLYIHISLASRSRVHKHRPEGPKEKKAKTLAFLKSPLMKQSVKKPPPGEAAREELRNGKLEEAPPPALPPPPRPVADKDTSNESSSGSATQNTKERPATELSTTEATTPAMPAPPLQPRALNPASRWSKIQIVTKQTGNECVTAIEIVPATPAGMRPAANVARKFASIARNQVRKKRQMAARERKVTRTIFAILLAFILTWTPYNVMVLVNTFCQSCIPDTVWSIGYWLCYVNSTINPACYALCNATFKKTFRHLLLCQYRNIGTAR
M1 antag – human CHRM1 antagonism; AID 588852; P11229; inhibition, % at 3 µM; 360,000 tested, 1.3% active; CHO-K1 hM1, Fluo-8 calcium fluorescence, ACh EC80 antagonist;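 active = percent inhibition above its own plate's cutoff, namely the mean of that plate's compound wells plus 3 SD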;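 note: peak over basal fluorescence ratio during 140 s after agonist addition; 0% = ACh EC80 plus DMSO and 100% = DMSO alone without agonist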
Target sequence (P11229 whole entry, looked up): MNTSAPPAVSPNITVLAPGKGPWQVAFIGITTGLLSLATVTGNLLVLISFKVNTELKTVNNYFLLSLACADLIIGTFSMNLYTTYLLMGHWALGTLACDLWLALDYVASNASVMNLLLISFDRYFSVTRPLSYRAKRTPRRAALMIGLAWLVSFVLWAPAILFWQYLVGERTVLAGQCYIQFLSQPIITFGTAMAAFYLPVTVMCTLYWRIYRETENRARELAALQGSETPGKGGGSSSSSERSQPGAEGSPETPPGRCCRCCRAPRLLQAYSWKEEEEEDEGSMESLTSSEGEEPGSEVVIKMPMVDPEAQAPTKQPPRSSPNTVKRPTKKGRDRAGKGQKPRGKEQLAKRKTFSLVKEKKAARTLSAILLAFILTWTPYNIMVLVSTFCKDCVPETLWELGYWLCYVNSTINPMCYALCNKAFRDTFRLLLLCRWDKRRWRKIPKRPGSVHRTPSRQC
OXTR potentiator – potentiates the human oxytocin receptor response | activation, % at 3 µM | P30559 | AID 2445 | 320,000 tested, 0.061% active | CHO-OTR cells, Fluo-8 calcium fluorescence, potentiator mode; 0% = oxytocin EC15, 100% = EC100;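 active = activation above that plate's cutoff, the mean activation of tested compounds plus 3 SD, cut at about 6.6% in these data, passing the limit was not always enough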;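 note: 100% uses oxytocin at 75 nM as the full agonist control; some results filed as inactive read as strong as hits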
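Assay system: CHO cell line stably expressing human OTR. Reagent: EC15 oxytocin agonist. Dosing: single dose, 3.0 µM nominal final compound concentration. Timing: compound 6 min at room temperature before oxytocin, 100 s read. Signal: kinetic Fluo-8 calcium fluorescence. Controls: oxytocin EC15 low and EC100 high.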
CHRM4 antagonist – antagonists of human muscarinic M4 receptor (CHRM4). inhibition, % at 3 µM. P08173. 360,000 tested, 0.73% active. CHO-hM4 cells, ACh EC80, Fluo-8 calcium fluorescence;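 active = inhibition above its plate's cutoff, the mean inhibition of sample wells plus 3 SD, cut at about 27% in these data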;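 note: 0% = acetylcholine EC80 with DMSO and 100% = DMSO without agonist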
M1 PAM – human CHRM1 positive allosteric modulation. P11229. CHO-K1 hM1, Fluo-8 calcium fluorescence, ACh EC20; 0% = ACh EC20, 100% = maximal ACh. activation, % at 3 µM. 360,000 tested, 0.088% active; in the data active = activation above about 19%, passing the limit was not always enough
CHO-K1 Ca ag – nonselective activator or artifact in parental CHO-K1 cells; 360,000 tested, 0.48% active; Fluo-8 calcium fluorescence; scaled to maximal ATP response, vehicle zero; activation, % at 3 µM; in the data active = activation above about 15%;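 note: untransfected CHO-K1 host cells lacking M1 receptor as counterscreen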
CHRM1 agonist – agonists of human M1 muscarinic receptor. activation, % at 3 µM. AID 588814. 360,000 tested, 0.33% active. CHO-K1 hM1, Fluo-8 calcium fluorescence, agonist mode; 0% DMSO, 100% acetylcholine EC100;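 active = activation above the run's mean compound activation plus 3 SD, cut at about 16% in these data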;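 note: peak over basal fluorescence ratio within a 140 s kinetic read after compound addition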
CHO parental Ca – counter-screen for OX1R antagonists: effect in parental CHO cells; parental CHO-K1, ATP-induced calcium, Fluo-8 fluorescence; 330,000 tested, 0.63% active; inhibition, % at 5.6 µM;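 active = inhibition above that plate's mean sample inhibition plus 3 SD, cut at about 26% in these data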;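 note: 0% = ATP-challenged DMSO wells and 100% = DMSO wells without ATP; some compounds past the cut are filed as inactive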
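Material: parental CHO cells / Compound: single nominal dose of 5.6 µM per compound / Signal: Fluo-8 fluorescence / Replicates: singlicate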
CHO-K1 Ca antag – nonselective inhibitor or artifact in parental CHO-K1 cells | inhibition, % at 3 µM | ATP-induced calcium, Fluo-8 fluorescence | 360,000 tested, 0.6% active;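 active = inhibition above a per-plate cutoff, the plate's mean sample inhibition plus 3 SD, cut at about 24% in these data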;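 note: 0% = DMSO plus EC80 ATP and 100% = DMSO alone without ATP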
Numbers without * were called inactive; / = no result given.

Every second line gives: M4 ag	M1 antag	OXTR potentiator	CHRM4 antagonist	M1 PAM	CHO-K1 Ca ag	CHRM1 agonist	CHO parental Ca	CHO-K1 Ca antag
- C/C(=N/NC(=O)CN1CCN(Cc2ccccc2Cl)CC1)c1ccco1
→ 0	-17	0	2	18	1.0	-2	-11	-12
- CN(CC(=O)Nc1ccc(Cl)cc1)C(=O)CN1C(=O)C2CCCCC2C1=O (stereo not drawn)
→ 1	-14	/	-10	10	1.5	-2	/	-10
- Cc1ccc(NCc2nnc(SCC(=O)Nc3cc(C)on3)n2C)cc1
→ 0	-13	3	-9	4	0.0	-5	-13	-5
- CCc1nnc(NS(=O)(=O)c2ccc(N/C=C(\C=O)c3nc4cc(Cl)ccc4o3)cc2)s1
→ 0	-2	-6	2	9	0.9	-5	3	-7
- COc1ccc(N(CC(=O)Nc2ccc3c(c2)OCCO3)S(=O)(=O)c2cccnc2)cc1
→ 22	5	-7	-25	-12	4.9	-1	-16	0
- O=C(c1cccc(C(=O)N(c2ccccn2)C2CCCCC2)c1)N(c1ccccn1)C1CCCCC1
→ -2	-10	-4	-17	4	-1.4	-15	-17	-9
- O=[N+]([O-])c1ccc([C@H](O)[C@H](CO)N=Cc2ccccc2O)cc1
→ 1	2	3	9	5	0.3	-2	2	-4
- CC1CN(C(=O)CN2C(=O)c3ccccc3S2(=O)=O)CC(C)O1 (stereo not drawn)
→ 1	-15	-9	3	8	0.5	-3	0	-5
- COc1ncnc2c1ncn2CCCNc1ccc(C)c(C)c1
→ 4	-14	/	-13	6	1.9	4	/	3
- COCCNC(=O)c1cc2c(c(-c3cccc(C#CC(C)(C)O)c3)n1)[C@@H](CCO)N(S(=O)C(C)(C)C)C2 (stereo partly drawn)
→ 0	-28	/	-6	3	0.5	-3	/	-18
- O=C1N(Cc2cccnc2)C[C@@H]2C[C@@H](c3cccc(Oc4ccccc4)c3)N3CCC[C@@]123
→ 2	12	3	1	-14	1.2	-7	-18	2
- O=C(CCN1C(=O)c2ccccc2C1=O)Nc1ccccc1C(F)(F)F
→ 1	0	5	-3	4	0.1	-2	-12	-3
- O=C(NNC(=O)c1cnccn1)c1ccc(Cl)cc1
→ 0	-16	-1	2	17	3.6	0	-2	-7
- Cc1cc(S(=O)(=O)N2CCCCC2CCNC(=O)C(=O)NCc2cccnc2)ccc1F (stereo not drawn)
→ 3	-1	3	-5	6	-0.1	-6	-2	8
- CN(Cc1ccccc1)C(=O)c1ccc(NC(=O)Cc2ccc(NC(=O)C3CCN(C(=O)CCc4ccccc4)CC3)cc2)cc1
→ 2	-18	/	-14	8	0.7	-3	/	-7
- Cc1ccc(C(=O)NCCC(=O)NCc2cc(=O)n(C)c(=O)n2C)cc1
→ 1	-16	1	4	16	-0.4	-1	5	0
- Cc1cccc(OCC(=O)N/N=C/c2cccn2C)c1
→ 0	-5	4	5	4	0.4	-2	-8	-2
- CN(C=O)c1ccc(CSc2ccccc2)cc1
→ 2	-19	/	-2	11	-0.2	-1	/	-6
- COC(=O)C1=C(C)Nc2ncnn2C1c1ccc(C)o1 (stereo not drawn)
→ 0	7	-10	8	-4	0.5	-5	-2	0
- Cc1cc(NN)nc(NS(=O)(=O)c2ccccc2)n1
→ -2	3	-12	-1	3	-0.6	-7	-43	4
- CCOC(=O)C1(Cc2cccc(OC)c2)CCN(Cc2ccc(OC)c(OC)c2)CC1
→ 3	-5	-20	2	6	2.5	-6	-22	0
- COc1ccc(O)c(C=Nc2cc(NC(C)=O)c(Cl)cc2Cl)c1
→ 1	-6	2	4	7	2.4	-9	-1	-4
- NC(=O)COc1ccc(S(=O)(=O)N2CCCC2)cc1
→ 0	-17	/	0	9	0.8	-1	/	-16
- CN(C)/C=C1\C(=O)Nc2ccccc21
→ 1	0	-3	5	-4	1.0	-3	-13	-15
- Cc1ccccc1C(=O)NC1CCN(CC(=O)NCc2ccccc2)CC1
→ 2	8	0	6	-3	1.9	-7	-19	-7
- CCc1cc(=O)oc2cc(OCC(=O)NCCCn3ccnc3)c(Cl)cc12
→ 3	12	0	-22	5	0.2	-3	-24	-4
- COc1ccc(CCNC(=O)C2CCCN2C(=O)Nc2ccc(C)cc2)cc1OC (stereo not drawn)
→ -1	-12	0	1	9	-0.3	-3	-20	-7
- COc1ccc(C(=O)/C(=C\c2ccco2)N2C=CC=CC2=C(C#N)C#N)cc1
→ 4	3	-19	18	4	0.7	-2	26	10
- CCOc1ccc(C(=O)Nc2ccc(Cl)cn2)cc1Cl
→ -1	7	0	3	-8	-0.7	-8	-24	-26
- CCNC(=O)NC(=O)C(C)OC(=O)CNS(=O)(=O)c1c(Cl)cc(Br)cc1Cl (stereo not drawn)
→ 1	3	-13	-1	2	0.8	-4	-28	-15

4 entries drawn at random from those above:
Every second line gives: M4 ag	M1 antag	OXTR potentiator	CHRM4 antagonist	M1 PAM	CHO-K1 Ca ag	CHRM1 agonist	CHO parental Ca	CHO-K1 Ca antag
- CN(C)/C=C1\C(=O)Nc2ccccc21
→ 1	0	-3	5	-4	1.0	-3	-13	-15
- O=C(NNC(=O)c1cnccn1)c1ccc(Cl)cc1
→ 0	-16	-1	2	17	3.6	0	-2	-7
- CCNC(=O)NC(=O)C(C)OC(=O)CNS(=O)(=O)c1c(Cl)cc(Br)cc1Cl (stereo not drawn)
→ 1	3	-13	-1	2	0.8	-4	-28	-15
- O=[N+]([O-])c1ccc([C@H](O)[C@H](CO)N=Cc2ccccc2O)cc1
→ 1	2	3	9	5	0.3	-2	2	-4

Going on with the list:
Every second line gives: M4 ag	M1 antag	OXTR potentiator	CHRM4 antagonist	M1 PAM	CHO-K1 Ca ag	CHRM1 agonist	CHO parental Ca	CHO-K1 Ca antag
- Cc1ccc(C)c(S(=O)(=O)NCc2ccc(C(=O)N3CC(C)OC(C)C3)cc2)c1 (stereo not drawn)
→ 1	-23	-5	4	4	1.5	-1	-8	-17
- CS(=O)(=O)N1CCN(c2ccccc2NC(=O)c2ccc(Br)o2)CC1
→ 6	-1	-3	2	-3	2.4	-1	-15	-7
- COc1ccc(/C=N/c2nc3ccccc3n2CCN2CCCCC2)cc1OC
→ 1	-23	-4	-4	0	1.2	-4	-2	-12
- O=C(Cc1ccccc1)NCC(=O)OCC(=O)c1cccs1
→ 0	-12	-1	5	8	0.1	-5	0	-12
- CCn1c(SCC(=O)NCc2ccco2)nnc1C(C)C
→ 0	-23	-5	-2	0	-0.2	-2	2	-3
- C=C1C(=O)[C@]23C[C@H]1CC[C@H]2[C@]1(C)[C@@H](O)CC[C@@](C)(C(=O)O)[C@H]1C[C@@H]3O
→ 0	0	/	-13	2	0.4	-3	/	29*
- O=C(Cn1c(-c2ccccc2)c[n+]2ccsc12)c1ccc(Br)cc1
→ 0	11	2	7	-11	0.2	-15	-11	5
- Cc1onc(-c2c(F)cccc2Cl)c1C(=O)NCc1ccccn1
→ 0	-10	-6	12	10	-0.1	-2	-6	10
- Cc1ccc(Sc2cnc3ccccc3n2)cc1
→ -2	3	-5	-7	1	-0.6	-3	-5	-12
- CC(=O)c1cccc(NC(=O)c2cc(Cl)sc2Cl)c1
→ 2	-8	2	-5	-5	1.2	-4	-11	1
- C=CCn1c(SCC(=O)Nc2ccc(N3CCOCC3)cc2)nnc1-c1ccco1
→ 2	-16	-14	-2	12	0.5	0	-6	-22
- C=CCn1c(COc2ccccc2)nnc1SCC(=O)N/N=C/c1ccc(C)cc1
→ 0	-13	-17	-8	2	-0.8	-6	-28	-9
- CCOc1ccc(NC(=O)CSc2nc3ccsc3c(=O)n2Cc2ccc(C(=O)O)cc2)cc1
→ 1	-6	/	-8	3	-0.3	-2	/	3
- CCN1C(=O)CC(Sc2ccccc2C(=O)O)C1=O (stereo not drawn)
→ 1	-4	-2	1	2	0.5	-3	-16	-9
- COc1cc(SC)ccc1C(=O)NCCN1CCOCC1
→ 0	-10	-2	3	6	0.2	-3	-6	-1
- Cc1cc(C(=O)NCC(=O)OC(C)C(=O)N2CCOCC2)ccc1[N+](=O)[O-] (stereo not drawn)
→ 3	-18	-1	-4	16	0.8	2	-1	-8
- Cc1cc(O)c(C(=O)Nc2cccc(Cl)c2)c(=O)n1C
→ 1	12	-1	1	-4	-0.1	-2	-11	8
- O=C(O)CSC12CC3CC(C1)CC(C(=O)O)(C3)C2
→ 0	-15	-16	-5	14	0.0	1	6	-5
- CCCCNC(=O)CCCn1c(=O)c2ccccc2n(CC(=O)NCCC2=CCCCC2)c1=O
→ 1	0	/	1	-2	0.0	-5	/	1
- COc1cccc(C(CNC(=O)c2ccc(Cl)c(S(=O)(=O)N3CCCC3)c2)N(C)C)c1 (stereo not drawn)
→ 5	7	-7	-6	-8	5.5	-5	-14	-19
- Cc1ccc(NC2CCCN(C(=O)c3cc4ncccn4n3)C2)cc1C (stereo not drawn)
→ 2	12	-5	-7	-3	0.3	-1	-12	-15
- CCOC(=O)C1(Cc2ccccc2C(F)(F)F)CCN(C(C)CCn2cccn2)CC1 (stereo not drawn)
→ 4	9	-15	-7	-8	0.6	-14	-23	2
- O=C(NNC(=O)C1CCCO1)c1ccc(Br)cc1 (stereo not drawn)
→ 1	-10	-2	2	10	0.5	-6	3	1
- COc1ccc(NS(=O)(=O)c2cccc(C(=O)NCc3ccccc3CN3CCCC3)c2)cc1
→ 3	14	-1	-6	-9	0.7	-7	-22	-1
- O=C(NCCO)c1ccc(-c2cnc3cccnn23)cc1
→ 1	-9	/	-19	3	0.1	-2	/	-2
- CCN(CC)S(=O)(=O)c1ccc(C(=O)NCCCn2ccnc2)cc1
→ 0	9	-8	-3	0	0.0	-6	-4	-8
- CN(C)CCN1C(=O)C2C(C(=O)Nc3cc(Cl)cc(Cl)c3)C3C=CC2(O3)C1C(=O)NC1CCCCC1 (stereo not drawn)
→ 0	-8	-4	5	7	-0.3	-7	-24	-2
- CCCCN(C(=O)c1cc2c(s1)CCCCC2)c1c(N)n(CC(C)C)c(=O)[nH]c1=O
→ 0	-30	/	-13	12	0.7	2	/	-5
- CCCCOc1ccc(Cc2n[nH]c(=S)n2N)cc1
→ -1	-3	-2	-4	2	0.4	-4	-7	-6
- Cc1ccc(-c2onc3ccc(C4(C)OCCO4)cc23)cc1
→ 1	-28	-7	-20	7	0.2	-4	-3	-17
- CC(C)(C)OC(=O)C[C@@H]1C/C=C\C[C@H](CC(=O)N(CCO)Cc2ccccc2)C(=O)N2CCC[C@@H]2COC1=O
→ 5	-7	-7	2	6	1.7	-5	-10	-13
- COc1ccccc1/C=N/N1CCN(Cc2ccccc2Cl)CC1
→ 0	-16	-4	3	6	1.5	3	-18	-6
- O=C(NC1CC1)c1cccc(Br)c1
→ 0	-5	-5	7	10	0.2	-7	-3	-4
- COc1ccc(NC(=O)CN(c2ccccc2)S(=O)(=O)c2ccccc2)c(OC)c1
→ 0	30	-20	-1	16	0.5	-4	-31	0
- COc1ccc(S(=O)(=O)N2CCC(C(=O)NCc3ccncc3)CC2)cc1Cl
→ 2	4	-4	-12	-1	-0.4	-6	-2	5
- Cc1ccc(C)c(-n2c(-c3cccnc3)n[nH]c2=S)c1
→ 0	4	-1	3	-1	-0.9	-5	-1	13
- NNC(=S)Nc1ccc(Cl)cc1
→ 1	-18	-13	-3	14	-0.4	-3	-18	-7
- COc1ccc(CNC(=O)C2CCN(S(=O)(=O)c3c(C)n[nH]c3C)CC2)cc1
→ 0	-16	-4	17	-3	0.4	1	1	4

Random draw from the library; about 2.9% have a hit in one of these screens.
